mIAP activ: increases mouse intestinal alkaline phosphatase activity; muIAP, CDP-Star luminescence, 30 min; hits give high values; 1 = vehicle-only enzyme signal, 0 = enzyme-free wells; activation factor at 10 µM; 330,000 compounds, 0.24% hits;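 active = activation factor of at least 2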; note: the source names both 10 and 20 µM as test concentration; values of inactives mirror those of a sister screen read the other way
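Assay system: mouse IAP enzyme; Reagent: CDP-Star chemiluminescent phosphatase substrate; Compound: DMSO-dissolved test compounds; Incubation: 30 min, room temperature; Technique: luminescence from enzymatic CDP-Star hydrolysis; Controls: DMSO-only wells and no-enzyme negative control.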
beta cell repl: MIN6 beta-cell proliferation induction; MIN6 cells proliferation, ATPlite luminescence, 48 h; cells starved in 0.2% serum; 100% = growth in 10% serum; proliferation, % at 10 µM; 330,000 compounds, 0.29% hits; AID 2380;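 active = compounds whose signal lies at least 3.5 SD above the mean of all wells on their plate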;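 note: 0% = DMSO-treated cells in low-serum medium and 100% = 10% serum control; some compounds called inactive have numbers as strong as hits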
hIAP inh: blocks human intestinal alkaline phosphatase; purified IAP, CDP-Star luminescence, 30 min; inhibition, % at 10 µM; 330,000 compounds, 0.12% hits;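 active = inhibition reaching a set limit with compound at 10 µM in the primary screen, cut at about 35% in these data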;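 note: plate controls were DMSO wells with enzyme for no effect and no-enzyme buffer wells for full effect; values of inactives mirror those of a sister screen read the other way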
A3A deaminase: blocks human APOBEC3A ssDNA deamination. 330,000 compounds, 0.41% hits. AID 493011. P31941. inhibition, % at 20 µM. recombinant A3A, FAM/TAMRA ssDNA deamination fluorescence;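 active = at least 40% inhibition at 20 µM here, with at most 30% in a related deaminase screen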;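 note: plate controls were A3A with DMSO for no effect and wells lacking A3A enzyme for full effect; some results filed as inactive read as strong as hits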
Target sequence (P31941 whole entry, looked up): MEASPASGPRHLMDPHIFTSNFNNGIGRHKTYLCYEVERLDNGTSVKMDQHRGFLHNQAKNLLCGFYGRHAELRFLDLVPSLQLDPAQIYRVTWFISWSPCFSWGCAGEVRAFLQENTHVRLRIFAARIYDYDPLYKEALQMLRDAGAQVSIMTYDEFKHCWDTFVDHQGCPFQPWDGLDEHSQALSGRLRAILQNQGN
mIAP block: blocks mouse intestinal alkaline phosphatase | purified mouse IAP, CDP-Star luminescence, 30 min | inhibition, % at 10 µM | 330,000 compounds, 0.2% hits;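 active = inhibition of at least 40% at 10 µM in the primary screen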;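 note: plate controls were DMSO with enzyme for no effect and no enzyme wells for full effect; values of inactives mirror those of a sister screen read the other way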
hIAP activ: human IAP activation. purified human IAP, CDP-Star luminescence, 30 min; hits give high values; 1 = vehicle-only enzyme, 0 = enzyme-free background. activation factor at 10 µM. 330,000 compounds, 0.16% hits. AID 2524;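 active = activation factor of the enzyme at least 2-fold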; note: the source names both 10 and 20 µM as test concentration; values of inactives mirror those of a sister screen read the other way
GRIN3A LBD mod: modulators (binders) of human NR3A ligand-binding domain; NR3A LBD differential scanning fluorimetry, Tm shift; 0% = protein alone, 100% = glycine-bound protein; Tm shift relative to glycine control, % at 25 µM; 340,000 compounds, 2.5% hits; AID 1259313;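 active = melting temperature shift of at least 10% of the positive control shift, at one fixed dose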
MPTP inh: inhibitors of mitochondrial permeability transition pore; 360,000 compounds, 1.4% hits; AID 602449; inhibition, % at 10 µM; isolated mouse mitochondria, Ca2+ swelling absorbance, 30 min;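 active = inhibition of 50% or more, scaled per plate between neutral and stimulator controls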;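 note: 0% = DMSO wells given calcium and 100% = 1 mM EGTA wells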
APOBEC3G inh: blocks human APOBEC3G single-stranded DNA deamination; Q9HC16; recombinant A3G, ssDNA deamination FAM/TAMRA fluorescence; inhibition, % at 20 µM; 330,000 compounds, 0.28% hits;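 active = inhibition of at least 40% at 20 µM, with no more than 30% in the related APOBEC3A deaminase screen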;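 note: plate controls were DMSO wells with A3G for no effect and wells lacking A3G enzyme for full effect; some compounds called inactive have numbers as strong as hits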
Target sequence (Q9HC16 whole entry, looked up): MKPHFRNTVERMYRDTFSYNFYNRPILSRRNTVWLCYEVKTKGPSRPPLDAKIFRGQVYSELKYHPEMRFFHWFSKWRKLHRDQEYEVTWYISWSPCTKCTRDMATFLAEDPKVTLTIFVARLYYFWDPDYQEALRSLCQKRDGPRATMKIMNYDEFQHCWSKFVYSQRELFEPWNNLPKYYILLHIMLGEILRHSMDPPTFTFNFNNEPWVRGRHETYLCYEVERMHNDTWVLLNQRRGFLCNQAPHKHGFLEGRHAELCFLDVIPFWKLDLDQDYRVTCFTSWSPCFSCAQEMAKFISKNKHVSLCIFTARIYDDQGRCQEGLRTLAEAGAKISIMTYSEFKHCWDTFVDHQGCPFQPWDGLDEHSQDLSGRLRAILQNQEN
* = called active by the depositor; / = not tested or not shown; & = joins results of further samples; ! = repeats disagree.

SMILES	mIAP activ	beta cell repl	hIAP inh	A3A deaminase	mIAP block	hIAP activ	GRIN3A LBD mod	MPTP inh	APOBEC3G inh
CCOC(=O)CCCCC(=O)c1[nH]c(=O)[nH]c1CSc1nc(-c2ccccc2)c(C#N)c(=O)[nH]1	0.83	-2	9	0	17	0.91	-7	1.9	-2
CC(C)CN(CCCNC(=O)CN1C(=O)COc2ccc(S(=O)(=O)N3CCCC3)cc21)CC(C)C	1.3	-1	-14	-2	-29	1.1	0	-1.2	-7
CCC1c2ccc(C)n2CCN1C(=O)Nc1ccccc1C(=O)OC (stereo unspecified)	1	-1	9	-3	-4	0.91	0	-0.6	-6
Cc1cccc(/C=N\NC(=O)c2ccccc2-n2cccc2)c1	0.95	2	-2	5	5	1	1	-0.9	-1
Nc1cc(N)nc(SCC(=O)Nc2ccccc2N2CCOCC2)n1	1	-2	-12	1	0	1.1	0	-0.1	-1
Cc1ccc(OCCC(=O)Nc2ccccc2C(=O)NC2CC2)cc1	1.1	3	-28	0	-9	1.3	-1	0.9	-4
O=C(O)CN(C1CCCCC1)S(=O)(=O)c1ccc(F)cc1	1	3	13	-3	0	0.87	1	0.2	-7
CN1CCN(C(=O)C2CC(=O)N(c3ccc(Cl)cc3)C2)CC1 (stereo unspecified)	0.94	-1	16	0	6	0.84	-2	1.4	-13
Cc1ccc(NC(=O)[C@@]2(CC(=O)O)CC(/C=C/c3ccccc3)=NO2)c(C)c1	0.95	2	-3	-3	5	1	-2	0.2	-7
CCN(CC)CCNC(=O)C(=O)NCC1OCCN1C(=O)c1ccc2c(c1)OCO2 (stereo unspecified)	1.1	0	15	-2	-8	0.85	/	/	-2
CC(NC(=O)C1CCCN1C(=O)OCc1ccccc1)c1ccccc1 (stereo unspecified)	1.1	1	-6	2	-9	1.1	-2	0.7	2
O=C(COc1cccc(Br)c1)NN=C1c2ccccc2-c2ccccc21	0.86	-3	8	-2	14	0.93	-5	0.9	-1
[O-]/C(=C(\C(=S)Nc1ccccc1F)[n+]1ccccc1)c1ccc(OC(F)F)cc1	0.93	3	-2	6	7	1	0	1.6	1
O=C(COc1ncnc2sccc12)NC1CCS(=O)(=O)C1 (stereo unspecified)	0.96	-3	7	2	4	0.93	-1	0.5	-9
O=C(Nc1ccc(N2CCN(Cc3ccccc3)CC2)cc1)c1ccco1	1	-4	-30	-2	-1	1.3	0	-0.3	-5
Cc1cccc(-n2c(O)c(C=Nc3cc(O)ccc3C)c3ccccc3c2=O)n1	0.9	-4	-37	-6	10	1.4	-2	1.2	-13
O=C(CC12CC3CC(CC(C3)C1)C2)NCc1ccco1	1.1	0	-22	0	-13	1.2	-1	1.7	-2
c1ccc(Oc2cc(-c3ccccc3)nc(-c3ccccc3)n2)cc1	1	0	-11	1	-1	1.1	2	1.3	2
Cc1c(CCOC(=O)C2C3CC4CC(C3)CC2C4)sc[n+]1CC(=O)c1ccc(Br)cc1 (stereo unspecified)	0.72	-4	-3	-8	28	1	-4&-2	100*!	-9
NS(=O)(=O)c1ccc(N2N=C(c3ccc(Br)cc3)CC2c2ccc(F)cc2)cc1 (stereo unspecified)	1.7	-7	-20	-5	-70	1.2	39*	4.0	-6
O=C(NCc1ccccn1)C(=O)C1C(=O)Nc2ccccc21 (stereo unspecified)	0.97	-2	-22	-1	3	1.2	-1	-1.7	-7
Cc1cc(C)nc(SCc2nnc(SCC(=O)O)n2-c2ccccc2)n1	0.99	0	-11	-1	1	1.1	-1	-1.2	2
O=C1CC(NS(=O)(=O)c2ccccc2F)CN1c1ccc2c(c1)OCCO2 (stereo unspecified)	0.91	-1	-7	2	9	1.1	3	-1.2	-3
N#CC1=C(S)N(c2ccc(F)cc2)C2(CCCCC2)NC1=O	0.99	-3	-15	-3	1	1.1	5	-0.8	-5
Nc1c(Br)c(=O)[nH]c(=O)n1-c1ccccc1	1	0	-4	-3	-5	1	-1	-2.3	-8
CCOC(=O)c1cnc(-n2nc(C)cc2C)nc1NCc1ccc2c(c1)OCO2	0.87	-3	-17	-1	13	1.2	0	0.5	-3
COc1ccc(CNC(=O)Cc2cccs2)cc1	1.2	0	-6	-6	-16	1.1	-1	-0.8	-5
COc1ccccc1NS(=O)(=O)c1c(C)[nH]c(C)c1C(=O)N1CCCC1	1.1	-2	6	2	-6	0.94	0	-2.1	1
CCN(CC(=O)NCc1cccs1)C(=O)c1cc(S(=O)(=O)NCc2ccccc2)ccc1C	0.96	0	-4	9	4	1	2	0.1	-8
CC1=CSC2=NC(=O)/C(=C\c3cccn3-c3ccccc3)C(=N)N12	0.95	-3	9	6	5	0.91	3	1.6	4
CCC(=O)NC1CCN(C(=S)NC)CC1	1.1	0	6	7	-6	0.94	0	-0.7	0
CCOc1ccc(-c2c(C(=O)N/N=C/c3cccc(Br)c3)nnn2-c2nonc2N)cc1	0.91	-6	-2	-2	9	1	17*	-0.8	1
CCS(=O)(=O)N1CCN(Cc2nc3ccccc3c(=O)[nH]2)CC1	1	0	6	1	-3	0.94	4	-1.4	-4
Cc1cccc(C)c1NC(=O)COC(=O)CCc1c[nH]c2ccccc12	1.1	-1	-10	-4	-12	1.1	0	0.9	-2
Cc1c(CC(=O)O)c(=O)oc2c(C)c(OCc3ccccc3Br)ccc12	0.92	-1	1	-5	8	0.99	-1	1.2	-4
O=C(NCCc1ccccc1)C(=O)NCC1CCCO1 (stereo unspecified)	1.2	-1	-1	-4	-20	1	-4	-0.5	-2
Cc1cccc(C(=O)Nc2ccc(O)c3c(=O)cc(-c4ccccc4Cl)oc23)c1	0.89	1	7	3	11	0.93	1	-2.5	-5
CCOC(=O)C1=C(COC(=O)c2c(OC)cccc2OC)NC(=O)NC1C (stereo unspecified)	1	-1	-24	-1	-4	1.2	-1	-1.4	-8
Cc1cc(C)cc(C(=O)NC(=S)Nc2ccc3[nH]c(=O)[nH]c3c2)c1	1	0	5	-5	-1	0.95	-2	1.3	-6
O=C(CN1C(=O)/C(=C/c2c(F)cccc2Cl)Oc2ccccc21)NCc1ccco1	0.98	-4	-1	-3	2	1	/	/	-5

Three records drawn at random from the list so far, as already listed:
SMILES	mIAP activ	beta cell repl	hIAP inh	A3A deaminase	mIAP block	hIAP activ	GRIN3A LBD mod	MPTP inh	APOBEC3G inh
O=C(CN1C(=O)/C(=C/c2c(F)cccc2Cl)Oc2ccccc21)NCc1ccco1	0.98	-4	-1	-3	2	1	/	/	-5
CCOC(=O)C1=C(COC(=O)c2c(OC)cccc2OC)NC(=O)NC1C (stereo unspecified)	1	-1	-24	-1	-4	1.2	-1	-1.4	-8
Cc1c(CC(=O)O)c(=O)oc2c(C)c(OCc3ccccc3Br)ccc12	0.92	-1	1	-5	8	0.99	-1	1.2	-4

(continued)
SMILES	mIAP activ	beta cell repl	hIAP inh	A3A deaminase	mIAP block	hIAP activ	GRIN3A LBD mod	MPTP inh	APOBEC3G inh
NCCCCCc1cn([C@@H](CCC(=O)O)C(=O)NCCCCCCCCCCC(=O)N2CCNCC2)nn1	1.1	2	28	-4	-12	0.71	1	-0.3	-6
CCCc1cc(C(=O)N2CCCC(Cc3cccc(Cl)c3)(C(=O)OCC)C2)n(C)n1 (stereo unspecified)	0.98	-4	-2	-1	2	1	-5	0.5	-5
O=C(CN1CCOCC1)N1CCCc2c1c(=O)oc1ccc(OCc3ccccc3)cc21	0.93	1	8	-7	7	0.92	-7	5.1	-8
CCCOc1ccc(N2C(=O)CC(N(Cc3ccco3)C(=O)CCC(=O)O)C2=O)cc1 (stereo unspecified)	0.95	-3	-27	5	5	1.3	1	1.3	-1
COc1ccccc1NNC(=O)C(O)(c1ccccc1)c1ccccc1	0.93	-2	17	1	7	0.83	0	2.0	56*
CC1(C)CC(=O)C2=C(C1)NC1=C(C(=O)c3ccccc31)C2c1cccnc1 (stereo unspecified)	0.89	-4	-3	-1	11	1	-1	1.0	-2
Cc1ccc(C(=O)N/N=C/c2cc(C)n(-c3ccc(Br)cc3)c2C)cc1[N+](=O)[O-]	0.94	-3	-1	0	6	1	14*	3.1	-4
Cc1ccc(N/C=C2\C(=O)C3(C)CCC2C3(C)C)cc1C (stereo unspecified)	0.96	2	11	28	4	0.89	-2	-0.2	0
O=C(C(=O)N1CCCCC1)c1c(-c2ccccc2)[nH]c2ccccc12	1.2	-3	11	2	-16	0.89	0	-0.1	3
Cc1ccc(OCCOc2cccc3ccc(C)nc23)c([N+](=O)[O-])c1	1	-2	-15	-8	-2	1.2	-2	-1.0	-5
CC(=O)Nc1ccc(S(=O)(=O)NCC2CCC(C(=O)N3CCN(c4ccccn4)CC3)CC2)cc1 (stereo unspecified)	0.95	-3	-10	-3	5	1.1	-2	-2.6	-8
COC(=O)c1ccc(CSc2nc3ccccc3[nH]2)o1	0.98	-1	9	1	2	0.91	1	-0.8	0
COc1cc(OC)cc(C(=O)N[C@H](C(=O)Nc2ccccc2N2CCOCC2)C(C)C)c1	1	-1	-14	4	-1	1.1	5	2.8	-1
COc1ccc(C(=O)O)cc1S(=O)(=O)Nc1ccc(N2CCCCC2)cc1	1.1	0	-21	0	-6	1.2	-1	-1.7	7
Cc1ccc(NC(=O)C2CCN(S(=O)(=O)c3cccc4nonc34)CC2)cc1	0.9	0	12	4	10	0.88	-5	4.6	-1
COc1ccc(Br)cc1/C=N/NC(=O)CNC(=O)c1cccnc1	0.93	1	-4	-4	7	1	4	-0.5	-6
CC(=O)c1cc(CCC(=O)NC2CCCCCC2)oc1C	0.98	-1	-9	7	2	1.1	1	0.1	3
COc1ccc(-n2nc(C(=O)NCC(=O)NCCc3ccc(OC)c(OC)c3)c3ccccc3c2=O)cc1	0.86	0	1	-1	14	0.99	1	0.9	-7
CCCCN(CCCC)c1ccc(C(=O)c2ccccc2C(=O)O)c(O)c1	0.86	-4	12	-2	14	0.88	/	1.4	-2
CC1(C)NC(=O)N(CCOCCOc2ccccc2-c2ccccc2)C1=O	0.95	-2	-5	4	5	1.1	-1	0.7	-2
CCN=C(Nc1cccc(F)c1)SC1CC(=O)N(c2ccc(OC)cc2)C1=O (stereo unspecified)	0.95	-4	-12	2	5	1.1	-12	0.6	0
CC(C)(C)c1ccc(C(CC(=O)O)NC(=O)C23CC4CC(CC(C4)C2)C3)cc1 (stereo unspecified)	1	-1	1	2	-3	0.99	7	0.4	-1
CCOc1nnnc2c1sc1nc(N3CCOCC3)c3c(c12)CCCC3	0.92	-1	-4	0	8	1	0	-3.4	-3
Cc1coc2cc3oc(=O)c(CC(=O)N(C)CC(=O)O)c(C)c3cc12	1	0	-1	1	-2	1	2	-0.1	-5
Fc1ccc(-c2nnc(Cc3ccc(Cl)cc3)o2)cc1	1	2	5	1	-1	0.95	0	1.3	-6
COc1cccc(OCCOCCN(C)CCO)c1	1	-3	-2	2	-3	1	1	3.9	2
Cc1n[nH]c(=O)c2c(NC(=O)CSc3nnnn3-c3ccc(O)cc3)oc(C)c12	0.93	2	11	0	7	0.89	1	0.9	-8
CCN1CCN(S(=O)(=O)c2cc(OC)ccc2OC)CC1	1	-2	0	2	-4	1	-1	0.5	-5
NC(=O)COc1ccc2oc(=O)cc(-c3cc4ccccc4o3)c2c1	1	-2	-16	-4	-3	1.2	3	-1.0	-3
CCCCC(CC)C(=O)Nc1cc(=O)[nH]c2nc3ccccc3n12 (stereo unspecified)	0.96	-2	-102	-6	4	2*	1	0.4	-9
Cc1ccc(OCC(=O)NNC(=O)c2cc3ccccc3o2)cc1C	1	0	9	13	-1	0.91	0	0.6	-1

Random draw from the library; about 5% have a hit in one of these screens.
